High-throughput results deposited in PubChem BioAssay by The Scripps Research Institute Molecular Screening Center.
PAFAH1B2 FP inh – PAFAH1B2 enzyme inhibitors, primary screen, biochemical, fluorescence polarization, human; recombinant PAFAH1B2, FP-rhodamine activity probe; inhibition, % at 3.39 µM; 340,000 tested, 1.2% active;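 active = inhibition above the mean of all tested compounds plus 3 SD, cut at about 24% in these data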;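 note: 0% = enzyme with DMSO and 100% = wells lacking PAFAH1B2; many of its hits are not listed in these tables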
Target sequence (P68402 whole entry, looked up): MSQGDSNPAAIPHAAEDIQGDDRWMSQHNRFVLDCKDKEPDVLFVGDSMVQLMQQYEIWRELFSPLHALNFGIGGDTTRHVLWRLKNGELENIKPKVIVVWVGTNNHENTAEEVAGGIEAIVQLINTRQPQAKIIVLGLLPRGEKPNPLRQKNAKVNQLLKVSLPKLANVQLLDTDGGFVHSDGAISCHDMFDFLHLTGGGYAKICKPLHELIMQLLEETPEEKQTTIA
LYPLA2 inh – LYPLA2 inhibitors, primary screen, counter-screen for PME1 inhibitor project, biochemical, fluorescence polarization, FP-Rh probe ABPP. inhibition, % at 5.9 µM. Acyl-protein thioesterase 2 (Homo sapiens), O95372. 320,000 tested, 0.38% active. AID 2177, 2009. recombinant LYPLA2;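 active = inhibition above the screen-wide mean plus 3 SD, limit set per campaign, cut at about 26% in these data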;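 note: 0% = LYPLA2 with DMSO and 100% = wells lacking LYPLA2 enzyme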
Target sequence (O95372 whole entry, looked up): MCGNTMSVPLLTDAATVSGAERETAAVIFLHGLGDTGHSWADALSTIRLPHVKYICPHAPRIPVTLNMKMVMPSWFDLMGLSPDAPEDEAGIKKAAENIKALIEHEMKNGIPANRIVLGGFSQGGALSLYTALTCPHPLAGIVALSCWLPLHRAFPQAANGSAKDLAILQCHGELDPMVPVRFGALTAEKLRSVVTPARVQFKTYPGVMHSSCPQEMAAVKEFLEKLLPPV
LYPLA1 inh – LYPLA1 inhibitors, primary screen, counter-screen for PME1 inhibitor project, biochemical, fluorescence polarization, FP-Rh probe ABPP | Acyl-protein thioesterase 1 (Homo sapiens), O75608 | recombinant LYPLA1 | inhibition, % at 5.9 µM | 320,000 tested, 0.16% active | AID 2174, 2009;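 active = inhibition above the mean of all tested compounds plus 3 SD, set per campaign, cut at about 14% in these data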;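 note: inhibitors block serine hydrolase probe labeling of LYPLA1 so polarization falls; 0% = enzyme with DMSO and 100% = wells lacking LYPLA1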
Target sequence (O75608 whole entry, looked up): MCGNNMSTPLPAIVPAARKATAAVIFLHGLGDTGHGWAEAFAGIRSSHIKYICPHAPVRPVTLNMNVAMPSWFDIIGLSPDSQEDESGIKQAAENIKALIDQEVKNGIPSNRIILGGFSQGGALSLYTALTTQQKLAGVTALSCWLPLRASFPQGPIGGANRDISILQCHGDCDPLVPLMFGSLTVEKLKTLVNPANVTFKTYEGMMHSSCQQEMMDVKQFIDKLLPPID
PAD4 FP inh – human PAD4 inhibitors, primary screen, biochemical, fluorescence polarization, 1536-well format | Protein-arginine deiminase type-4 (Homo sapiens), Q9UM07 | recombinant PAD4, RCA probe fluorescence polarization | inhibition, % at 6.36 µM | 330,000 tested, 0.41% active;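 active = percent inhibition above a cutoff equal to the mean of all tested compounds plus 3 SD, cut at about 15% in these data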;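 note: 0% = PAD4 with RCA probe and DMSO and 100% = probe without PAD4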
PME-1 primary – PME-1 inhibitors via competitive probe labeling, primary screen, biochemical, fluorescence polarization, FP-Rh probe, HTS. 320,000 tested, 0.53% active. AID 2130, 2009. inhibition, % at 5.9 µM. recombinant PME-1. Protein phosphatase methylesterase 1 (Homo sapiens), Q9Y570;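 active = inhibition above the campaign mean of all compounds plus 3 SD, cut at about 26% in these data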;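 note: competitive labeling of PME-1 active site by serine hydrolase directed probe; 0% = PME-1 with DMSO and 100% = wells lacking PME-1 enzyme; inhibitors block probe labeling so polarization falls and inhibition rises; many of its hits are not listed in these tables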
PREPL inhibitor – PREPL enzyme inhibitors, primary screen, biochemical, fluorescence polarization; Prolyl endopeptidase-like (Homo sapiens), Q4J6C6; recombinant PREPL, fluorescence polarization activity-based probe; inhibition, % at 5.96 µM; 320,000 tested, 0.68% active; AID 2751, 2010; in the data active = inhibition above about 43%;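 note: 0% = enzyme with DMSO and 100% = wells lacking enzyme; many of its hits are not listed in these tables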
GSTO1 counter – inhibitors of recombinant GSTO1, primary screen, counter-screen for RBBP9 inhibitor project, biochemical, fluorescence polarization; inhibition, % at 5.96 µM; AID 1974, 2009; Glutathione S-transferase omega-1 (Homo sapiens), P78417; 300,000 tested, 1.1% active; activity-based probe fluorescence polarization;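 active = inhibition above the campaign mean inhibition plus 3 SD, cut at about 35% in these data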;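 note: 0% = GSTO1-1 with DMSO and 100% = wells lacking GSTO1-1 enzyme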
PAFAH1B3 FP inh – PAFAH1B3 enzyme inhibitors, primary screen, biochemical, fluorescence polarization, human; Platelet-activating factor acetylhydrolase IB subunit alpha1 (Homo sapiens), Q15102; 340,000 tested, 0.28% active; inhibition, % at 3.39 µM; recombinant PAFAH1B3, FP-rhodamine probe;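 active = inhibition above the screen-wide average of all tested compounds plus 3 SD, cut at about 25% in these data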;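 note: 0% = enzyme with DMSO only and 100% = wells lacking PAFAH1B3 protein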
Target sequence (Q15102 whole entry, looked up): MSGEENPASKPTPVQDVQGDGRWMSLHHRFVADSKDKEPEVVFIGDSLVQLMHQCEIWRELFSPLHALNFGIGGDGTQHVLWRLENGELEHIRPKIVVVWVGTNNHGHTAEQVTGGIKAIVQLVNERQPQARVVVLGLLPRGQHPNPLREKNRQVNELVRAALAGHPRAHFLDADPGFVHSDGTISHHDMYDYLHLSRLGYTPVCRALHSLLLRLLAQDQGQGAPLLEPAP
pPAFAH inh – pPAFAH enzyme inhibitors, primary screen, biochemical, fluorescence polarization, human; Platelet-activating factor acetylhydrolase (Homo sapiens), Q13093; recombinant pPAFAH, FP-rhodamine probe fluorescence polarization; inhibition, % at 3.39 µM; 330,000 tested, 1.5% active;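 active = inhibition above the mean inhibition across the screen plus 3 SD, cut at about 25% in these data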;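 note: inhibitors block binding of the rhodamine activity-based probe so polarization drops; 0% = enzyme with DMSO and 100% = wells lacking pPAFAH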
Active calls of the source: *; . = no result given.

Below each SMILES – PAFAH1B2 FP inh, LYPLA2 inh, LYPLA1 inh, PAD4 FP inh, PME-1 primary, PREPL inhibitor, GSTO1 counter, PAFAH1B3 FP inh, pPAFAH inh
1. O=C(COc1ncnc2sccc12)Nc1cccc(S(=O)(=O)N2CCCC2)c1
    6, -11, -4, -12, 2, -17, 0, 8, 2
2. S=C(Nc1ccc(Cl)cc1)N1CCCC1
    1, 4, 3, -3, 4, -5, 0, 2, 0
3. Cc1cc(=O)oc2cc(NC(=O)c3cc4ccccc4o3)ccc12
    ., 0, 0, -1, -2, 5, -8, ., 4
4. Cc1ccc(CN2C(=O)N/C(=C/c3ccc(-c4ccc(C(=O)O)cc4)o3)C2=O)cc1
    6, 8, 2, -1, -5, 29, -10, 5, 5
5. CN1CCN(CCCn2cnc3c(=O)oc4ccccc4c32)CC1
    4, 4, 1, -1, -3, -4, 4, 13, 3
6. Cn1c(SCC(=O)NCCc2ccccc2)nnc1-c1ccco1
    -7, 6, 5, 2, -5, 12, 5, 13, 6
7. Nc1cc2c(cc1C(=O)c1ccc(Cl)cc1)OCCO2
    -2, 7, 0, 3, -2, 18, -2, 1, 7
8. C=CCSc1nc(-c2ccccc2)c(C#N)c(=O)[nH]1
    0, 2, 1, 2, 3, 10, -17, 4, 3
9. Nc1ccccc1NC(=O)c1ccccc1N
    7, 3, 6, 2, 0, 5, -1, 0, 4
10. COC(=O)C1=C(CSc2nncn2C)NC(=O)NC1c1cc(C)ccc1C (configuration not stated)
    1, 3, 1, -3, -3, 0, 2, 2, -2
11. COC(=O)CSc1n[nH]c(-c2cccnc2)n1
    0, 5, 2, 5, -4, 12, 8, 7, -5
12. COC(CNC(=O)c1ccc(CS(=O)(=O)c2ccc(C)cc2)o1)OC
    0, 16, 6, 3, -3, 14, 10, 4, -1
13. O=c1[nH]cnc2sc3c(c12)CCN(Cc1ccccc1)C3
    4, -6, -4, -11, -9, 19, 17, 14, 4
14. Cc1cc(NC(=O)c2nn(C)c(C)c2Br)no1
    2, 3, 0, 1, -3, -2, 10, 6, 0
15. CC[C@@]1(C(=O)OC)N[C@H](CN(C)C(C)=O)[C@@H]2C(=O)N(Cc3ccccc3)C(=O)[C@@H]21
    3, ., ., -6, ., 10, ., 4, 1
16. CC(=O)c1ccc(S(=O)(=O)N(Cc2cc3cc4c(cc3[nH]c2=O)OCCO4)CC2CCCO2)cc1 (configuration not stated)
    2, -2, 2, -1, -5, 3, 0, -5, -3
17. CCc1nn(CC(=O)NCCC(C)C)c(=O)c2cc3c(OC)cccc3n12
    -2, -13, -2, 0, -4, 11, -8, 1, -3
18. Cc1c(NS(=O)(=O)c2cc(C(=O)N(C)Cc3ccccc3)ccc2Cl)c(=O)n(-c2ccccc2)n1C
    3, ., ., 0, ., 7, ., 4, 4
19. Cc1ccc(C(C)C)c(OCCn2c(=O)oc3ccccc32)c1
    3, 1, -2, 3, 4, 12, -2, -3, 3
20. CC(C)N(C(=O)NC(=O)NCC1CCCO1)S(C)(=O)=O (configuration not stated)
    -2, -1, 0, -2, -4, -9, 0, 6, -7
21. C/C(CC(=O)NCc1ccc(Cl)cc1)=N\NC(=O)COc1ccc(C)cc1Br
    5, -5, 0, -2, -1, -13, 2, 5, 0
22. CCCCc1cc(C)c(S(=O)(=O)c2ccccc2C)c(=O)[nH]1
    1, -3, -2, -4, -2, -2, -3, 7, 9
23. CCCOc1ccc(CC(=O)NCc2ccco2)cc1OC
    -4, 2, 0, -5, -3, -11, -1, -1, 4
24. CS(=O)(=O)Nc1nnc(Cc2ccccc2)s1
    5, -1, 0, -2, -7, -3, -1, 6, 3
25. COc1ccc(S(=O)(=O)Nc2cc(C)c(O)c(S(=O)(=O)c3ccccc3)c2)cc1
    18, 3, 1, -7, 2, 8, -16, 5, 8
26. COc1ccc(C(=O)NCC(c2ccco2)N2CCc3ccccc32)c(OC)c1 (configuration not stated)
    -5, -2, 0, -1, 6, -7, 11, 9, 7
27. O=C1CCCN1CCC12CC3CC(CC(C3)C1)C2
    13, -2, 3, -5, 5, -2, 9, 2, 10
28. CCCCCN(C(=O)CCC(=O)OCCOc1cccc(Cl)c1)c1c(N)n(CCCC)c(=O)[nH]c1=O
    3, -3, -1, -2, -5, 5, 10, 4, 1
29. CCS(=O)(=O)N1CCC(C(=O)NCc2ccccn2)CC1
    -2, 1, 0, 0, 1, 5, -12, -3, 7
30. CCS(=O)(=O)Nc1cc(C(=O)OC)ccc1C(=O)OC
    -1, -4, -2, 0, 12, 4, 0, 7, 11
31. COc1ccc(CCNC(=O)COC(=O)c2ccc(C)s2)cc1OC
    7, 3, 1, 0, -4, -6, ., 6, -1
32. C=CCn1c(SCc2csc(C)n2)nc2sc3c(c2c1=O)CCCCC3
    4, -2, 0, 0, -3, -6, -6, 5, -1
33. Cc1cc(C)c2c(=O)[nH]c(SCC(=O)Nc3cccc(S(=O)(=O)N(C)C)c3)nc2n1
    1, -2, 0, 2, 18, -1, ., -1, 1
34. COC(=O)CCCCCNc1ccc(C(=O)OC)cc1N
    1, 6, 1, -4, 4, 14, -2, 4, 5
35. CN(C)C1C(=O)c2ccccc2C1=O
    8, -1, 0, -3, 0, 2, 7, 8, 3
36. CCC(=O)N1CCN(c2ccc(NC(=O)COc3ccccc3[N+](=O)[O-])cc2)CC1
    2, 9, 1, -6, -4, 2, -3, 5, -3
37. CCCC(=O)Nc1ccc(C(=O)COC(=O)C2CC2)cc1
    -3, ., ., -2, ., 15, ., 0, 2
38. COc1ccc(/C=C(\C#N)C(=O)OCC(=O)N2CC(C)OC(C)C2)cc1 (configuration not stated)
    -3, -1, -1, -5, -2, -2, -1, 4, 0
39. CCc1ccc(NC(=O)COc2cccc(-n3cnnn3)c2)cc1
    3, 0, -2, 1, -5, 19, 3, 1, -1
40. COc1ccccc1N1C(=O)CCC1(C#N)c1ccc(Br)cc1 (configuration not stated)
    1, 5, 2, 2, 7, 24, -2, 0, 2
41. CCCc1[nH]nc2c1C(CCC)C(C#N)=C(N)O2 (configuration not stated)
    1, -2, -1, -2, 1, -9, 0, 12, 1
42. Cc1ccc(N(CCC#N)C(=O)COC(=O)c2cc(C)oc2C)cc1
    -3, -1, -3, -1, 0, 0, ., 9, 1
43. CC12CCC(=O)N1C(C(=O)Nc1ccc(SC(F)F)cc1)CS2 (configuration not stated)
    2, 1, 2, -2, 7, -6, -1, 5, 0
44. CC1(C)CC(=O)c2cnc(NC(=O)c3ccco3)nc2C1
    2, 0, 4, -1, -1, 10, -2, 8, -2
45. COc1cc(C2NC(=O)NC(C)=C2C(=O)OCC2CCCCC2)cc(Cl)c1O (configuration not stated)
    3, 6, 3, -2, 0, -2, -26, 2, 7
46. CCCN1CCN(CCCNC(=S)Nc2ccc(OC)cc2)CC1
    5, -3, 2, 3, -5, 3, -1, 5, 0
47. O=c1cc(-c2ccccc2)nc(/C=C/c2ccccc2)[nH]1
    4, 3, -1, 0, -3, 8, 6, 2, 0
48. Cc1ccc(S(=O)(=O)N(C(=O)c2ccncc2)c2ccc3oc4c(c3c2)CCCC4)cc1[N+](=O)[O-]
    -9, -23, -9, 1, -14, 5, 0, -16, 7
49. CC1CN(C(=O)CSc2nnc(C3CCCCC3)n2N)CC(C)O1 (configuration not stated)
    5, ., ., -1, ., -1, ., 10, -5
50. CCCCC1C2C(=O)N(c3ccccc3)C(=O)C2ON1c1ccccc1 (configuration not stated)
    3, 7, 2, 1, 5, -2, 1, 1, -4
51. O=C(CN1CCN(c2cccc(Cl)c2)CC1)N1CCCC1
    2, -4, 0, -2, -6, 7, -1, 5, 0
52. N/C(=N\OC(=O)c1ccoc1)c1ccc(Br)cc1
    1, 3, -3, -2, -3, -7, -8, -2, 3
53. C#CCNC(=O)/C=C/c1ccc(C)cc1
    4, -4, -3, -8, -4, 15, 16, 12, -4
54. N#Cc1ncc(C(F)(F)F)cc1Oc1cccnc1
    4, -7, -1, -3, 0, 1, -3, 4, -1
55. O=C(c1ccc(Cl)c(NC2=NC3CS(=O)(=O)CC3S2)c1)N1CCN(c2ccc(F)cc2)CC1 (configuration not stated)
    1, 5, -2, 6, 2, 27, -7, -1, 3
56. CC(C)Oc1ccc(C(=O)Nc2ccccc2N2CCOCC2)cc1
    0, -3, -3, 0, -2, -3, 2, -4, 6
57. O=C(COC(=O)c1ccc(OC(F)F)cc1)NCCC1=CCCCC1
    1, 1, 1, 0, -12, -24, ., -2, 22
58. Cc1cccn2c(=O)c(C(=O)NC3CCCCC3)c(O)nc12
    3, 2, -1, 2, -5, 2, 6, 5, 6
59. O=C(COC(=O)CCc1ccccc1)NC1CCS(=O)(=O)C1 (configuration not stated)
    6, 0, 1, -1, 2, 1, 8, 8, 1
60. O=C(NCC(c1ccco1)N1CCN(c2ccccc2F)CC1)OCc1ccccc1 (configuration not stated)
    3, -1, 0, -6, -1, -8, 1, -7, -1

(cont.)
Below each SMILES – PAFAH1B2 FP inh, LYPLA2 inh, LYPLA1 inh, PAD4 FP inh, PME-1 primary, PREPL inhibitor, GSTO1 counter, PAFAH1B3 FP inh, pPAFAH inh
61. COCC(C)n1c(C)cc(C(=O)COC(=O)CCc2nc3ccccc3c(=O)[nH]2)c1C (configuration not stated)
    -4, -4, 0, -2, -5, -2, -13, 5, 4
62. CCN(CC(=O)NCCc1ccccc1)S(=O)(=O)c1ccccc1
    4, -1, -2, 0, 0, -4, 3, 5, 1
63. COc1cc(C(=O)NC(=S)N(CCC#N)Cc2cccnc2)cc(OC)c1OC
    2, ., ., 3, ., 0, ., 8, 1
64. CC(C)c1ccc2c(c1)C1(NN=C(c3ccccc3)S1)C(=O)N2 (configuration not stated)
    8, 5, 2, 1, 33*, 6, -23, 12, 6
65. Cc1nc(=O)c(-c2ccccc2)c(C)n1-c1ccccc1C(=O)O
    3, 0, -1, 1, 2, 2, 3, -1, 2

Only part of the results is shown. The share of hits here may be higher or lower than overall.
